KCNQ1 block: inhibitors of human KCNQ1 potassium channel; CHO-K1 KCNQ1, FluxOR thallium flux fluorescence; hits give high values; P51787; B-score at 10 µM; 1.3% of 310,000 active;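 active = compounds whose thallium flux B-score, printed positive for inhibition, exceeds three library SD while starting fluorescence stays within three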;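 also: channel opened by potassium depolarization with thallium stimulus after 20 min compound exposure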
TRPC4 potent: allosteric potentiators of mouse TRPC4 channel | HEK293 TRPC4beta/mu-opioid, DAMGO EC20, Fluo-4 Ca2+ flux; hits give high values | B-score at 10 µM | 0.42% of 310,000 active;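 active = B-score of calcium response area above 5 SD of library B-scores, with initial fluorescence ratio within 5 SD of library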;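 also: B-score of integrated fluorescence ratio over time as area under calcium response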
Target sequence (Q9QUQ5 whole entry, looked up): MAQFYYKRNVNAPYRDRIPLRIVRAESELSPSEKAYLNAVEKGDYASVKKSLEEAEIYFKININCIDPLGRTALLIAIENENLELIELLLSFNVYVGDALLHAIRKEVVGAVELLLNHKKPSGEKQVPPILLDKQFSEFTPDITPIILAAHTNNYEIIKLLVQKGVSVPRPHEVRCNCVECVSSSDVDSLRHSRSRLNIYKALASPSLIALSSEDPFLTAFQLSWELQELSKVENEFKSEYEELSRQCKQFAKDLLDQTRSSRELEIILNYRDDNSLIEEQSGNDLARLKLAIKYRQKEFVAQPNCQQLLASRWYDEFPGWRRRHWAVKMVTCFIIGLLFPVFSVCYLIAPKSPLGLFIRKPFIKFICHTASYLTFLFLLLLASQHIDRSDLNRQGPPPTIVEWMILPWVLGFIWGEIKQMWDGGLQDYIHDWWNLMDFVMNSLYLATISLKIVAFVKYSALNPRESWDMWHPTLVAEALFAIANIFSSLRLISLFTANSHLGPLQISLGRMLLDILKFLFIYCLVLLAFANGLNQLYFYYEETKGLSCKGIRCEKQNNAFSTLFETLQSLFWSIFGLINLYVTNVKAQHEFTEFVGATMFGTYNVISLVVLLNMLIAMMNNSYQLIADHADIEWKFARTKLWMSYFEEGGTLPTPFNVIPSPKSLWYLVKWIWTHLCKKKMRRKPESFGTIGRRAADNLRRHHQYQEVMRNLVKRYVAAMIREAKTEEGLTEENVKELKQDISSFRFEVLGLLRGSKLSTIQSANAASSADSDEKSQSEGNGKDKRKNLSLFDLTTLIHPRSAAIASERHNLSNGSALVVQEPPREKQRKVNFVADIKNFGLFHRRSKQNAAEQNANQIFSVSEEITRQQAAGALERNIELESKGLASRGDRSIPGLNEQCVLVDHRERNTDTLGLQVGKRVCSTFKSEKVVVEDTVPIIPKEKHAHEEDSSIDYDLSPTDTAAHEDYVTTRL
TRPC4 act: opens the mouse TRPC4 cation channel; Q9QUQ5; HEK293 TRPC4beta/mu-opioid, Fluo4 calcium fluorescence; hits give high values; AID 2237; B-score at 10 µM; 0.49% of 310,000 active;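 active = B-score above 5 SD of library B-scores, and initial fluorescence ratio not above library mean plus 5 SD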;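 also: positive B-score marks a calcium rise read as TRPC4 activation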
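Assay system – TRPC4beta and mu-opioid receptor HEK293 stable cells · Measured by – Fluo4 fluorescence, kinetic · Schedule – dye loading 45 min room temperature, 110 s kinetic read · Read-out – B-scored integrated calcium fluorescence ratio · Controls – buffer and maximal DAMGO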
HDAC3 inh: blocks human histone deacetylase 3; recombinant HDAC3, fluorogenic peptide/trypsin coupled, fluorescence; inhibition, % at 8.3 µM; 0.15% of 320,000 active; in the data active = inhibition above about 26%, passing the limit was not always enough
hERG rescue: compounds protecting human hERG from proarrhythmic drug block. Q12809. CHO-hERG, FluxOR thallium flux, dofetilide IC70 present. activation (rescue from dofetilide block), less the hit threshold, % at 10 µM. 0.51% of 310,000 active. AID 1511;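 active = activation above the mean of controls blocked by dofetilide plus 5 SD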;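 also: thallium influx through hERG after potassium depolarization seen as dye fluorescence rise; in these data hits start at about 4.7%; inactives centre near -7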
TMEM16A inh: blocks the mouse calcium-activated chloride channel TMEM16A. Q8BHY3. HEK293 TMEM16A/YFP iodide influx fluorescence, ionomycin. normalized B-score (activity score, 25-100; higher = stronger inhibition) at 10 µM. 1.2% of 310,000 active. AID 588511;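 active = ratio plate-corrected score three or more library SD toward inhibition, starting fluorescence score within five deviations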;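 also: score derived from kinetic fluorescence span divided by baseline fluorescence per well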
KCNK3 block: human KCNK3 channel inhibition, primary screen; O14649; CHO-KCNK3 thallium flux, FluxOR fluorescence; hits give low values; B-score at 10 µM; 0.84% of 340,000 active; AID 602410;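 active = B-score under library mean minus 4 SD, starting fluorescence ratio at most library mean plus 5 SD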;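 also: more negative B-score means stronger inhibition of thallium flux through KCNK3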
ANO1 activ: activators or potentiators of mouse TMEM16A chloride channel; 0.3% of 340,000 active; B-score at 10 µM; AID 623877; HEK293 TMEM16A/YFP-H148Q/I152L, iodide quench fluorescence; hits give low values;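 active = fluorescence-ratio B-score plate-corrected deviation score at least 3 library SD below zero, with starting fluorescence score within 5 deviations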;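 also: channel opened by trigger with iodide after compound preincubation; score built on the fluorescence ratio of max minus min over baseline; more negative score means more quench and so TMEM16A activation or potentiation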
KCNQ1 pot: potentiates or activates the human KCNQ1 potassium channel; CHO-K1 KCNQ1, thallium flux FluxOR fluorescence; hits give high values; P51787; B-score at 10 µM; 0.35% of 310,000 active;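 active = fluorescence ratio B-score, a plate-corrected score, at least three library SD, with initial intensity B-score within 5 SD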
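System: Stable KCNQ1 CHO-K1 line | Incubation: 90 min dye loading and 20 min compound exposure, both at room temperature | Measure: Ratio B score | Medium: Assay buffer for compound exposure, DMSO matched across wells | Compound dosing: Single-concentration screen | Probe or stimulus: K+/Tl+ depolarizing stimulus | Measured by: Kinetic FluxOR fluorescence, 10 s baseline plus 110 s post-stimulus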
DYRK1A inh: Dyrk1A (rat) kinase inhibition. Q63470. ADP-Glo luminescence, NFATc1 peptide. inhibition, % at 12.5 µM. 0.43% of 310,000 active. AID 504441; in the data active = inhibition above about 50%;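 also: plate controls were vehicle with enzyme for no effect and no enzyme for full effect; many of its hits are not listed in these tables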
KCNK9 inh: inhibitors of human KCNK9 two-pore domain potassium channel; HEK293 KCNK9, FluxOR thallium flux fluorescence; hits give low values; B-score at 10 µM; 1.2% of 310,000 active;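 active = ratio B-score over 3 SD below the library mean, with starting fluorescence within 5 SD of its mean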;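 also: negative B-score means less thallium flux so channel inhibition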
An asterisk follows results filed as active; i = inactive; · = not tested or not shown. This is a subset; count on the stated rates, not on these rows.

Structure,KCNQ1 block,TRPC4 potent,TRPC4 act,HDAC3 inh,hERG rescue,TMEM16A inh,KCNK3 block,ANO1 activ,KCNQ1 pot,DYRK1A inh,KCNK9 inh
CC1=C(OC(=O)c2ccc(Br)cc2)C(C)(C)C(c2ccccc2)OC1=O (centres undefined),i,i,i,3,-3,i,i,i,i,-2,i
COc1ccc(CNC(=O)C2CCN(c3nn4c(=O)cc(C)nc4s3)CC2)cc1,i,i,i,4,-4,i,i,i,i,-6,i
Cc1nc2nc(SCC(=O)NCCCN3CCCCCC3)nn2c(C)c1Cc1ccccc1,i,i,i,11,-10,i,i,i,i,6,i
CCCc1cc(C(=O)OC)c(NC(=O)c2cc(C)on2)s1,i,i,i,5,-7,i,i,i,i,-3,i
COCCNC(=O)C(c1ccc(C)o1)N(C(=O)c1snc(C(N)=O)c1N)c1cc(C)cc(C)c1 (centres undefined),i,i,i,5,-4,i,i,i,i,-5,i
CCOC(=O)CC(=O)CSc1nc2ccccc2c(=O)n1-c1ccc(C(=O)N2CCOCC2)cc1,i,i,i,6,-4,i,i,i,i,1,i
O=c1c(N2CCOCC2)c(N2CCOCC2)c1=O,i,i,i,3,-9,i,i,i,i,2,i
COc1ccc2cc(C(=O)O)n(CC(=O)c3ccccc3)c2c1,i,i,i,10,-12,i,i,i,i,1,i

Further records:
Structure,KCNQ1 block,TRPC4 potent,TRPC4 act,HDAC3 inh,hERG rescue,TMEM16A inh,KCNK3 block,ANO1 activ,KCNQ1 pot,DYRK1A inh,KCNK9 inh
CCOC(=O)c1nn(-c2ccc(Cl)cc2C)ccc1=O,i,i,i,-2,-7,i,i,i,i,5,i
COCC(C)NCc1ccc(C)cc1C (centres undefined),i,i,i,6,-7,i,i,i,i,0,i
c1ccc(C2=Nn3c(nnc3-c3ccccn3)SC2)cc1,i,i,i,5,-5,i,i,i,i,10,i
COC(=O)C1C(=O)c2c([nH]c(C(=O)OCC3CCCO3)c2C)CC1C (centres undefined),i,i,i,4,-6,i,i,i,i,-6,i
COc1ccc(S(=O)(=O)N2CCN(C3CCCC(C)C3)CC2)cc1 (centres undefined),i,i,i,-11,-7,i,i,i,i,3,i
COCCNC(=O)c1cc2nc3c(c(C(F)(F)F)n2n1)CCc1ccccc1-3,i,i,i,-8,-7,i,i,i,i,0,i
COc1ccc(-n2cc(-c3ccc(OC)c(OC)c3)[nH]c2=S)cc1,i,i,i,·,-13,i,i,i,i,19,i
COC(=O)C1=C(NC(=O)c2ccccc2[N+](=O)[O-])CCS1,i,i,i,0,-6,i,i,i,i,3,i

The listing continues.
Structure,KCNQ1 block,TRPC4 potent,TRPC4 act,HDAC3 inh,hERG rescue,TMEM16A inh,KCNK3 block,ANO1 activ,KCNQ1 pot,DYRK1A inh,KCNK9 inh
Cc1ccc(C(=O)C(SC(C)(C)C)n2cncn2)cc1 (centres undefined),i,i,i,-6,-12,i,i,i,i,3,i
O=S(=O)(NCC1CCCO1)c1cccc(S(=O)(=O)N2CCCC2)c1 (centres undefined),i,i,i,-7,-6,i,i,i,i,3,i
O=C(Cn1c(=O)oc2ccccc21)Nc1nc(-c2ccccc2)cs1,i,i,i,1,2,i,i,i,i,-3,i
COC(=O)Cc1c(C)c2ccc(OCC(=O)NCc3ccc4c(c3)OCO4)cc2oc1=O,i,i,i,-13,-5,i,i,i,i,-1,i
COc1ccccc1CNS(=O)(=O)c1csc(C(N)=O)c1,i,i,i,0,-6,i,i,i,i,1,i
COc1ccc(Br)cc1/C=N/N1CCN(Cc2ccccc2)CC1,i,i,i,0,-5,i,i,i,i,-1,i
O=C(c1cc([N+](=O)[O-])ccc1Cl)N1CCN(Cc2ccccc2)CC1,i,i,i,-2,-4,i,i,i,i,-3,i
O=C(NCc1ccc(F)cc1)C(C(=O)NCc1ccc(F)cc1)c1ncc(C(F)(F)F)cc1Cl,i,i,i,3,-6,i,i,-7.3*,i,-7,i

(list continues)
Structure,KCNQ1 block,TRPC4 potent,TRPC4 act,HDAC3 inh,hERG rescue,TMEM16A inh,KCNK3 block,ANO1 activ,KCNQ1 pot,DYRK1A inh,KCNK9 inh
Cc1cc(/C=C2\C(=N)N3N=C(CC(=O)N4CCOCC4)SC3=NC2=O)c(C)n1Cc1ccccc1,i,i,i,6,-5,i,i,i,i,·,i
CC(NC(=O)Cc1ccccc1)C(c1ccccc1)N1CCOCC1 (centres undefined),i,i,i,-7,-1,i,i,i,i,-2,i
CCc1ccccc1NC(=O)c1cccs1,i,i,i,3,-14,i,i,i,i,2,i
COC(=O)Cn1c(N2CCCC2)nc2c1c(=O)n(C)c(=O)n2C,i,i,i,1,-7,i,i,i,i,1,i
C=CCC(C)(NCc1ccccc1)c1ccc(C)cc1 (centres undefined),i,i,i,4,-2,i,i,i,i,-6,i
Cc1ccc(Cl)cc1N1CCN(S(=O)(=O)c2cn(C)cn2)CC1,i,i,i,2,-6,i,i,i,i,·,i
Cc1[nH]c2ccccc2c1/C=N/NC(=O)c1cccc(S(=O)(=O)Nc2cccc(C(F)(F)F)c2)c1,i,i,i,15,-11,i,i,i,i,0,i
CCN(CC(=O)Nc1ccccc1OC)CC(=O)Nc1c(Cl)ccc(C)c1Cl,i,i,i,-1,-2,i,i,i,i,·,i

Additional entries follow:
Structure,KCNQ1 block,TRPC4 potent,TRPC4 act,HDAC3 inh,hERG rescue,TMEM16A inh,KCNK3 block,ANO1 activ,KCNQ1 pot,DYRK1A inh,KCNK9 inh
COc1cccc(CNC(=O)C2CCN(S(=O)(=O)c3ccccc3)CC2)c1,i,i,i,-1,-6,i,i,i,i,-1,i
COc1ccc2nc(SCC(=O)O)nc(C)c2c1,·,·,·,-13,·,i,i,i,·,-1,·
CC(C)(C)NS(=O)(=O)c1ccc(N2C(=O)c3ccccc3C2=O)cc1,i,i,i,-2,-6,i,i,i,i,2,i
CN(CC(=O)Nc1ccc(F)cc1)C(=O)c1cccc(S(=O)(=O)N2CCN(c3ccc(F)cc3)CC2)c1,i,i,i,-4,-17,i,i,i,i,1,i
COC(=O)C1=C(C(=O)OC)[C@@H]2N(C)c3ccc(OC)cc3[C@@]23C[C@@H](C(=O)OC)N=C3N1,i,i,i,-4,1,i,i,i,i,5,i
CCOC(=O)C1=C(COC(=O)c2ccc(OC)c(OC)c2OC)NC(=O)NC1C (centres undefined),i,i,i,3,-9,i,i,i,i,10,i
Cc1cc(C)n(-c2ccc(C(=O)OCC(=O)c3c(N)n(C)c(=O)n(C)c3=O)cc2)n1,i,i,i,2,-4,i,i,i,i,-1,i
COc1ccccc1C(=O)Nc1ccnn1C1CCN(C(=O)c2cnsn2)CC1,i,i,i,1,-11,i,i,i,i,1,i

Additional records:
Structure,KCNQ1 block,TRPC4 potent,TRPC4 act,HDAC3 inh,hERG rescue,TMEM16A inh,KCNK3 block,ANO1 activ,KCNQ1 pot,DYRK1A inh,KCNK9 inh
CCCC(=O)Nc1ccc2c(c1)nc(CN1CCN(C(=O)OCC)CC1)n2CC,i,i,i,2,-1,i,i,i,i,-3,i
CC1(C)CC(=O)c2c(O)cc(OCC(=O)N3CCN(c4ccc(F)cc4)CC3)cc2O1,i,i,i,-1,-9,i,i,i,i,4,i
CCOC(=O)c1ccc(Oc2nc(N(C)C)nc(N(C)C)n2)cc1,i,i,i,1,-1,i,i,i,i,-1,i
CC1(C)CC(=O)C/C(=N/NC(=O)COc2ccc3ccccc3c2Br)C1,i,i,i,2,-11,i,i,i,i,2,i
COc1ccc2nc(N3CCCCC3)c(C#N)cc2c1,i,i,i,-13,-5,i,i,i,i,-3,i
CCOC(=O)C1CCN(C(=O)COC(=O)CSc2ccc([N+](=O)[O-])cc2)CC1,i,i,i,7,-18,i,i,i,i,19,i
CC(=C/c1ccco1)/C=N/NC(=O)c1ccncc1,i,i,i,5,-7,i,i,i,i,·,i
Cc1csc(SCC(=O)Nc2ccc(S(=O)(=O)N3CCCC3)cc2)n1,i,i,i,-3,-8,i,i,i,i,-1,i

Further compounds
Structure,KCNQ1 block,TRPC4 potent,TRPC4 act,HDAC3 inh,hERG rescue,TMEM16A inh,KCNK3 block,ANO1 activ,KCNQ1 pot,DYRK1A inh,KCNK9 inh
CCN(CC)c1ccc(C2CC(=O)Nc3cc(OC)c(OC)cc32)cc1 (centres undefined),i,i,i,8,-5,i,i,i,i,-2,i
Cc1ccc(Nc2nnc(SCC(=O)Nc3cccc(S(=O)(=O)NC4=NCCCCC4)c3)s2)c(C)c1,i,i,i,·,-16,i,i,i,i,-1,i
Cc1cc(C)cc(C(=O)Nc2nnc(SCC(=O)NCC3CCCO3)s2)c1 (centres undefined),i,i,i,-4,-8,i,i,i,i,-2,i
CC(Cc1ccsc1)NC(=O)CCc1nnc(CCc2ccccc2)o1 (centres undefined),i,i,i,-4,-7,i,i,i,i,-41,i
Cc1ccc(NC(=O)COC(=O)CN2C(=O)COc3ccccc32)cc1,i,i,i,-4,-9,i,i,i,i,10,i
Fc1ccccc1/C=N/n1cnnc1,i,i,i,1,-12,i,i,i,i,0,i
COCC(=O)Nc1ccc(Br)cc1C,i,i,i,-4,1,i,i,i,i,-3,i
C=CCn1sc(N)c(C(=O)OCC)c1=S,i,i,i,4,-11,i,i,i,i,13,i

Just KCNQ1 block, for some of the entries so far:
mol	KCNQ1 block
Fc1ccccc1/C=N/n1cnnc1	i
COCC(=O)Nc1ccc(Br)cc1C	i
C=CCn1sc(N)c(C(=O)OCC)c1=S	i

(next part)
Structure,KCNQ1 block,TRPC4 potent,TRPC4 act,HDAC3 inh,hERG rescue,TMEM16A inh,KCNK3 block,ANO1 activ,KCNQ1 pot,DYRK1A inh,KCNK9 inh
CCC(c1nnc(SCC(=O)Nc2ccc(Cl)cc2C(F)(F)F)n1C1CCCCC1)N(C)C (centres undefined),i,i,i,3,-8,i,i,i,i,9,i
Nc1ccc(C(=O)N/N=C2\CCCc3c2[nH]c2ccccc32)cc1,i,i,i,6,-10,i,i,i,i,8,i
CC(C)(C)C1=Nn2c(nnc2-c2ccccc2F)SC1,i,i,i,1,-8,i,i,i,i,52*,i
CC/C(=N\N=C(/CC)c1ccccc1N)c1ccccc1N,i,i,i,4,-9,i,i,i,i,0,i
COc1cccc(N2C(=O)/C(=C\c3cccs3)NC2=S)c1,i,i,i,0,-8,i,i,i,i,2,i
CCc1ccccc1N(C)S(=O)(=O)c1ccc(-c2cc(C)no2)s1,i,i,i,-4,-6,i,-9.9*,-28*,i,-8,i
O=C(CN1C(=O)C2CC=CCC2C1=O)Nc1nnc(SCc2ccc(Cl)cc2)s1 (centres undefined),i,i,i,5,-9,i,i,i,i,4,i
O=C(N[C@@H](Cc1ccccc1)C(=O)CCl)OCc1ccccc1,·,·,·,6,·,i,i,i,·,6,·
